# TDP1 inh: TDP1 (human) enzyme inhibition; actives 0.28% (n = 350,000); Potency, µM (titrated, usually from 130 µM), for inactives: at the highest dose activity change, negative = inhibition, hits mostly inhibitors; Q9NUW8; AID 485290; recombinant TDP1, AlphaScreen DNA substrate cleavage; further: nearly all actives have a fitted effect of over 40% in size
# Target sequence (Q9NUW8 whole entry, looked up): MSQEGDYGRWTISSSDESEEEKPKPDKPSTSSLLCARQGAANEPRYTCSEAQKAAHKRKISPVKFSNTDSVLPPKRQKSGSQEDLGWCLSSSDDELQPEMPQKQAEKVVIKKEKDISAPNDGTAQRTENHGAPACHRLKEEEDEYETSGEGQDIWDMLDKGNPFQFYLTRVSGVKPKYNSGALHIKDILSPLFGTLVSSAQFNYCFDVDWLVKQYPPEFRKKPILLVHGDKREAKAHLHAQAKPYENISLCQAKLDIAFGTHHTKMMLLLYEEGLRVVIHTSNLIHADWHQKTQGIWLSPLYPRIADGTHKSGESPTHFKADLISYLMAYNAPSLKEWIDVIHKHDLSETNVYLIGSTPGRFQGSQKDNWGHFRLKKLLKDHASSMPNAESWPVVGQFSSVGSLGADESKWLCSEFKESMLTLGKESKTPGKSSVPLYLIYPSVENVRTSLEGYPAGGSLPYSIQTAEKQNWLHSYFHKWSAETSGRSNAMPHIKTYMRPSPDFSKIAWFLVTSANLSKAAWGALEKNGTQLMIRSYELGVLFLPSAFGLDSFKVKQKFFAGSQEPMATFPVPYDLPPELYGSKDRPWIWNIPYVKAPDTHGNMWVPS
#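 Enzyme-compound mixtures sat 15 min at room temperature, followed by a 5 min reaction with 15 nM final substrate and 10 min with AlphaScreen beads. Recombinant human Tdp1 was used at 1 nM final.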
# TDP1 cell noCPT: qHTS for Inhibitors of human tyrosyl-DNA phosphodiesterase 1 (TDP1): qHTS in cells in absence of CPT; DT40 Tdp1-/- hTDP1 cells, no CPT, ATP luminescence, 48 h; actives 15% (n = 420,000); Potency, µM (top dose mostly 46.2 µM), without a hit: at the highest dose activity change, negative = growth inhibition, hits mostly inhibitors; AID 686978, 2013; further: nearly all actives have a fitted effect of over 55% in size
#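 Seeded 400 DT40-hTDP1 cells/well (vehicle DMSO, no 20 nM CPT); pinned compounds; ≥48 hr at 37 °C; CellTiter-Glo luminescence as viability measure.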
# DT40 TDP1 CPT: DT40-hTDP1 cell growth loss with CPT | chicken DT40 Tdp1-/-;hTDP1 cells + 20 nM CPT, ATP luminescence, 48 h | AID 686979 | Potency, µM (top dose mostly 46.2 µM), for the others: at the top dose activity change, negative = growth inhibition, actives largely listed as inhibitors | actives 12% (n = 420,000); further: nearly all actives have a fitted effect of over 55% in size
#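 Chicken DT40 Tdp1-/- cells complemented with human TDP1, 400 cells/well, exposed to compounds plus 20 nM camptothecin for at least 48 h at 37 C; viability read as ATP content by CellTiter-Glo luminescence.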
# An asterisk follows results filed as active; ? = inconclusive; . = no result given; & = joins results of further samples; ! = a repeat was not active; [ ] = remark or other dose. The call rests on the fitted dose curve; in most records, active means well fitted curve in the direction sought with a large enough effect; inconclusive means small, poorly fitted or top-dose-only effect, or another doubt; inactive means no such curve, though single readings can be large; an effect the other way counts as inactive or inconclusive. On the % scale 0 is the no-effect control and ±100 the full control effect; potency means the concentration at half of the fitted maximal effect.
SMILES,TDP1 inh,TDP1 cell noCPT,DT40 TDP1 CPT
Cc1cc(F)ccc1NC(=O)CCS(=O)(=O)c1ccc2c(c1)CC(C)N2C(=O)C1CC1 (centres undefined),8.5%,?,?
COc1ccc2[nH]c(=O)c(CN(Cc3ccccc3OC)Cc3nnnn3CC3CCCO3)cc2c1 (centres undefined),10.4%,?,23.1µM*
COc1ccc(OCC(=O)Nc2ccc3c(c2)nc(CCN2CCN(c4ccccn4)CC2)n3C)cc1,.,?,18.4µM*
CC1(C)CC(=O)C2=C(C1)Nc1ccccc1NC2c1nc2ccccc2[nH]1 (centres undefined),3.7%,-21.9%,-6.7%
CC1CCN(S(=O)(=O)c2ccc3c(c2)N(CC(=O)NCCCN2CCCC(C)C2)C(=O)CS3)CC1 (centres undefined),2.2%&0.0%,14.6µM*!,14.6µM*!
O=Cc1ccc(C(=O)OCC(=O)Nc2ccc(F)cc2F)cc1,-0.2%,22.4%,17.0%
COc1ccc(S(=O)(=O)Cc2ccc(C(=O)N3CCN(Cc4ccccc4)CC3)o2)cc1,4.1%,0.6%,4.8%
COc1ccc2c(CC(=O)OCC(=O)NC(=O)c3cccn3C)coc2c1,4.8%,-13.5%,-16.6%
CC1(C(=O)NS(=O)(=O)c2cccs2)CCN1C(=O)CC1CC1 (centres undefined),.,-15.5%,-1.6%
COc1ccc(-c2cc3ccc(OCC(=O)NCC4CCC(C(=O)O)CC4)cc3oc2=O)cc1 (centres undefined),.,-9.6%,-10.7%
COC(=O)[C@]12CCCCC=C1N(Cc1ccccc1)C(=O)[C@H](CC(=O)NCc1cccc3ccccc13)C2,.,18.4µM*,?
COc1ccc(NC(=O)Nc2ccc3[nH]ccc3c2)cc1,.,-7.5%,5.3%
CCCc1cc(=O)[nH]c(SCC(=O)NC(=O)c2ccccc2)n1,1.0%,-6.5%,-12.4%
Cc1ccc2nc(-c3ccc(O)c(O)c3)cn2c1,.,20.6µM*,?
CC(=O)Oc1ccc2c(C)c(CC(=O)N3CCN(C(=O)C4COc5ccccc5O4)CC3)c(=O)oc2c1C (centres undefined),2.3%,-28.9%,?
O=C(Nc1ccc(OC(F)F)cc1)c1ccccn1,-2.6%,2.7%,3.8%
O=C(CNC(=O)c1ccc([N+](=O)[O-])cc1)N/N=C/c1c[nH]c2ccccc12,5.6%,-1.7%,6.6%
Cc1oc(-c2cccc(Cl)c2)nc1CN1CCC(C(=O)N2CCN(c3ccccn3)CC2)CC1,.,18.4µM*,23.1µM*
Cc1ccsc1C(=O)OCC(=O)NCc1ccc(Cl)cc1,-1.0%[56.1 µM],-0.7%,-22.7%
COC(=O)CCSc1nc(N2CCOCC2)c2c(c1C#N)CC(C)(C)OC2,.,-6.5%,14.1%
NS(=O)(=O)c1ccc(CNC(=O)Cc2ccc(S(=O)(=O)N3CCOCC3)s2)cc1,-15.1%[0.505 µM],-12.0%,13.1%
CCOC(=O)Cc1ccc(NC(=O)NCc2ccc3c(c2)CCN3C(=O)CC)cc1,4.1%,-4.1%,-17.2%
Cc1ccc(C(=O)NCCC(=O)NCc2ccco2)cc1,2.8%,3.9%,-0.3%
COc1ccc(OC)c(S(=O)(=O)N2CCC(C(=O)N3CCCC3)CC2)c1,.,14.3%,9.7%
COc1cc(C)ccc1S(=O)(=O)NC(=O)C1(C)CCN1C(=O)COc1ccc(Cl)cc1 (centres undefined),.,-4.3%,1.8%
C[C@H]1CN([C@@H](C)CO)C(=O)c2cc(-c3cccc(C#N)c3)cnc2O[C@H]1CN(C)C(=O)c1ccccn1,.,?,-29.6%
O=C1CCC[C@@H]2Cc3nc4ccc(Cl)cc4cc3[C@@H]3CCN1[C@H]23,.,?,?
COc1cccc(/C=C(/C(=O)OCC(=O)NCC2CCCO2)c2ccccc2)c1 (centres undefined),-3.8%,?,?
C[C@@H]1CN([C@H](C)CO)C(=O)CCCn2cc(nn2)CO[C@H]1CN(C)S(=O)(=O)c1ccccc1F,.,-15.1%,-10.3%
Cc1ccccc1Cn1c(C)c(CNCc2ccccc2)c(C(=O)O)c1C,5.1%,-28.3%,-1.0%
CC(C)[C@H](NC(=O)c1ccccc1)C(=O)OCC(=O)N1CCCc2ccccc21,-3.4%,-15.1%,-19.7%
COC(=O)c1c(NC(=O)COc2ccc(C)cc2Br)sc2c1CCCC2,.,?,-17.0%
COc1ccc(CCNC(=O)c2cnc3sc(N4CCCCCC4)nn3c2=O)cc1OC,3.2%,8.2µM*,11.6µM*
CN1CCN(c2ncnc3ccc(-c4ccccc4C#N)cc23)CC1,3.6%,?,?
CC(C)(C#N)NC(=O)c1ccco1,0.0%,0.5%,-9.0%
Cc1ccc(S(=O)(=O)CCc2nnc(NC(=O)c3ccco3)s2)cc1,0.0%,-3.8%,-5.5%
O=c1nccc(NCc2ccco2)[nH]1,6.2%&4.2%,-7.9%&14.1%,1.0%&12.9%
Cn1cc(CN(C(=O)Nc2ccccc2)C2CCCCC2)c2ccccc21,0.0%,8.2µM*,6.51µM*
CCOc1cc(CN2CCN(C(=O)c3cccc4ccccc34)CC2)ccc1OC,5.2%,-28.6%,?
COc1ccc(CNC(=O)c2ccc(-c3nc(CSc4ccccc4)c(C)o3)cc2)c(OC)c1,0.0%,-27.3%,-3.3%
CC1(C)Cc2c(c(N3CCOCC3)nc3sc(C(=O)Nc4ccc(Cl)cc4)c(N)c23)CO1,1.9%[0.0935 µM],23.1µM*,?
O=C(C(Cl)Cl)N1CCN(Cc2ccc3c(c2)OCO3)CC1,.,-27.2%,-11.8%
O=C(NN=C1CCCCCC1)c1cccnc1,-1.2%,-3.0%,3.9%
O=C(NCc1ccc(Cl)cc1)c1ccc(OCC2CCCO2)cc1 (centres undefined),-3.2%,-9.6%,3.7%
COc1ccc2[nH]cc(CCNC(=O)Cc3ccc(Cl)cc3)c2c1,.,-19.4%,15.6%
O=C(c1ccc(Cl)cc1)N1CCC(c2nc(-c3cccs3)no2)CC1,3.9%,?,?
CCn1c(=S)[nH]c2scc(-c3cccs3)c2c1=O,7.1%,?,?
CC1CCN(CCNC(=O)C2CCCN(c3ncnc4c3nc3n4CCCCC3)C2)CC1 (centres undefined),-0.2%,2.0%,-4.0%
O=C(COC(=O)c1cc(Br)ccc1O)c1ccc(F)cc1,-0.1%,-4.1%,2.2%
CC(=O)CSc1nnc(Cc2ccc([N+](=O)[O-])cc2)o1,5.0%,-17.8%,-13.4%
CC(Oc1ccc(Cl)cc1)c1ccnn1S(=O)(=O)c1ccccc1 (centres undefined),-6.7%,-4.4%,-16.6%
CCN(CC)S(=O)(=O)c1ccc(C)c(C(=O)Oc2cccc(-c3cnc4ccccc4n3)c2)c1,0.0%,20.6µM*,?
CCOC(=O)N1CCN(C(=O)c2ccc3c(=O)n(-c4ccccc4F)c(=S)[nH]c3c2)CC1,3.8%,-6.0%,-17.2%
O=C(NCC1CCCO1)C1CCCN(S(=O)(=O)c2cc(Cl)ccc2Cl)C1 (centres undefined),3.6%,?,-14.6%
Cc1ccc(S(=O)(=O)N(CC(=O)NCC2CCCO2)Cc2ccc(F)cc2)cc1 (centres undefined),-5.8%,-15.9%,-22.7%
O=C(NCc1ccccc1CN1CCCC1)c1cccc(S(=O)(=O)Nc2ccc(F)cc2)c1,-0.3%,?,?
O=C(CCNC(=O)c1ccc(Cl)cc1)NCC(c1ccco1)N1CCCC1 (centres undefined),-2.7%,3.6%,4.0%
Cn1c(N)c(C(=O)COC(=O)Cc2ccc(F)cc2)c(=O)n(C)c1=O,-13.7%,-9.1%,1.3%
Cc1cc(C)n(-c2ccc(C(=O)OCC(=O)Nc3ccccc3[N+](=O)[O-])cc2)n1,2.6%,-1.1%,-6.6%
Cc1ccc(-c2ocnc2C(=O)Nc2nc(C)cs2)cc1,.,-24.8%,-10.4%
# Following part:
SMILES,TDP1 inh,TDP1 cell noCPT,DT40 TDP1 CPT
CCN(CC)CCNc1oc(-c2ccccc2)nc1S(=O)(=O)c1ccccc1,4.3%,?,?
CCCCCN1CC(O)=C(c2nc3ccccc3[nH]2)C1=N,-4.8%,-29.2%,-17.4%
CCC(O)(Cc1ccccn1)Cc1ccccn1,.,12.0%,14.9%
CS(=O)(=O)N(CC(=O)N1CCCC1)c1cc(C(F)(F)F)ccc1Cl,1.2%,-0.9%,5.0%
O=C(NC(=S)Nc1ccc2c(c1)OCO2)c1ccccc1,-0.5%,0.2%,-3.4%
CCN1CCN(CC(=O)N2N=C(c3cccs3)CC2c2ccc(C)cc2)C(=O)C1=O (centres undefined),2.7%,-25.7%,-0.5%
O=C(/C=C/c1ccc(Cl)cc1)Nn1c(-c2cccs2)nc2ccccc2c1=O,2.3%,?,?
CCOc1ccccc1N1CCN(CC(=O)Nc2nc(C)c(C(=O)N(C)C)s2)CC1,0.6%,-3.0%,-15.3%
NC(=O)C1CC(=O)N(c2ccc(OCC(=O)Nc3ccc(Cl)cc3)cc2)C1 (centres undefined),.,-13.5%,1.0%
COc1cc(C(=O)NC2CC2)cc(OC)c1OC,.,-4.6%,-10.9%
O=C(Nc1ccc(Br)cc1Cl)c1cnccn1,4.7%,-20.8%,-29.1%
CCOC(=O)c1ccccc1NC(=O)c1ccc2c(SCC(=O)O)c3c(nc2c1)CCCC3,.,?,?
O=[N+]([O-])c1cccc(S(=O)(=O)c2ccc(NCCOCCO)c([N+](=O)[O-])c2)c1,.,?,-6.5%
COCCn1c(C)cc(C(=O)COC(=O)c2ccc([N+](=O)[O-])o2)c1C,-5.4%,-6.6%,?
C/C(COc1ccccc1)=N\NC(=O)c1nnn(-c2nonc2N)c1CSc1ccc(C)cc1,.,-15.0%,-8.2%
CCn1c(SCc2nc3ccccc3c(=O)[nH]2)nnc1C(C)NC(=O)c1ccccc1 (centres undefined),8.0%,3.9%,8.2%
CS(=O)(=O)c1ccc2nc(NC(=O)c3ccc(N4C(=O)CCC4=O)cc3)sc2c1,0.0%,-31.7%,?
CN(c1ccccc1)S(=O)(=O)c1cccc(NC(=O)Cn2cnc3ccccc3c2=O)c1,6.6%,16.4µM*,20.6µM*
O=C(Nc1ccncc1)c1ccc([N+](=O)[O-])cc1Cl,.,-29.3%,-26.5%
COc1cccc(NC(=O)CC(=O)c2ccc([N+](=O)[O-])cc2)c1,.,?,?
COc1ccccc1OCc1nc2ccccc2n1C,.,-14.3%,7.4%
Cc1ccc(C2C(C#N)=C3N=C(N)c4ccccc4N3C3=C2C(=O)CCC3)cc1 (centres undefined),5.2%,-15.4%,?
O=C(CCCN1CCC(n2c(=S)[nH]c3ccccc32)CC1)c1ccc(F)cc1,.,?,?
Cc1ccc2cc(C(c3nnnn3C3CCCC3)N(Cc3ccco3)Cc3cccs3)c(=O)[nH]c2c1 (centres undefined),5.6%,?,23.1µM*
CCN(CC)S(=O)(=O)c1ccc(Cl)c(NC(C)=O)c1,5.4%,-0.2%,-5.3%
O=S1(=O)CSCS(=O)(=O)C1,.,-12.9%,-1.8%
CCC(Sc1nncn1C)C(=O)Nc1nnc(-c2ccc(Cl)cc2)s1 (centres undefined),2.1%,-15.8%,-22.1%
CC(=O)Nc1ccc(NC(=O)CCc2nc3ccccc3c(=O)[nH]2)cc1,.,-13.2%,-5.4%
Cc1ccc(NC(=O)c2ccc(OC(F)(F)F)cc2)cc1S(=O)(=O)N(C)C,-2.7%,25.9µM*,?
Cc1ccc(NC(=S)N2CCN(C(=O)C3CCCO3)CC2)c(C)c1 (centres undefined),0.0%,-9.5%,-9.2%

# Compound activity: PubChem BioAssay, National Center for Advancing Translational Sciences (NCATS)
